# Compound activity deposited in PubChem BioAssay by The Scripps Research Institute Molecular Screening Center.
# ARFGAP1 inh: inhibitors of rat ARFGAP1; Q62848; Arfgap1-stimulated ARF1 GTP hydrolysis, GDP FP detection; inhibition, % at 16.5 µM; 360,000 tested, 0.26% active; AID 651572;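 active means inhibition above a per-plate limit, mean inhibition of low control wells plus 3 SD, cut at about 25% in these data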;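 further: 0% = DMSO wells with enzyme and 100% = wells lacking Arfgap1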
# Target sequence (Q62848 1-136 limits assumed): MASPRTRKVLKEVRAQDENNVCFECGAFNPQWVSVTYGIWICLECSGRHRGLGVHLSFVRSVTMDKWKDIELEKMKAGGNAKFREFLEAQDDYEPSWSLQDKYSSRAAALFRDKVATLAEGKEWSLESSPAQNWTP
#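 Material – truncated rat Arfgap1 GAP domain · Buffer or medium – HEPES-based buffer, pH 7.5 · Reagent – human ARF1(Δ1-17)-GTP substrate · Dosing – 16.5 µM single point, 1.26% DMSO · Schedule – GTP hydrolysis reaction 2 h at 25 °C · Technique – GDP detection by fluorescence polarization · Benchmarks – No-Arfgap1 wells (100%) versus DMSO full-reaction wells (0%) · Repeats – single replicate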
# TDP2 absorb: TDP2 (human) inhibition, absorbance primary screen. O95551. recombinant TDP2, T5PNP hydrolysis, p-nitrophenol absorbance 415 nm. inhibition, % at 12.8 µM. 370,000 tested, 0.34% active;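 active means inhibition above the mean of all tested compounds plus 3 SD, set per campaign, cut at about 25% in these data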;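 further: 0% = DMSO with enzyme and 100% = buffer with substrate but no TDP2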
# Target sequence (O95551 whole entry, looked up): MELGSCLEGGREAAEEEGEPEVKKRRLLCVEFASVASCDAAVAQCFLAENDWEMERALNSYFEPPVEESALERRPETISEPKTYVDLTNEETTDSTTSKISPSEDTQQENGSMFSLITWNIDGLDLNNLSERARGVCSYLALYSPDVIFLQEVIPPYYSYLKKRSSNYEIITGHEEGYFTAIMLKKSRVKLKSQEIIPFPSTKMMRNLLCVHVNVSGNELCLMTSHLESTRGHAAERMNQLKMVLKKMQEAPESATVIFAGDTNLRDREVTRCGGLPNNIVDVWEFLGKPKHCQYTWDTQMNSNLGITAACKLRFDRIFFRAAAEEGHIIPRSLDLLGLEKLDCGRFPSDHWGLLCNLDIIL
#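 System – recombinant human TDP2 · Quantity – TDP2 enzyme at 120 nM final · Doses – single concentration, 12.8 µM nominal, with 1% DMSO · Incubation – 2 h at 37 °C · Measured by – epi absorbance of p-nitrophenol freed from T5PNP by hydrolysis · Read-out – % inhibition relative to enzyme-containing and enzyme-free wells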
# Tn7 DDE FP: inhibitors of Tn7 peptide binding to human fibrin DD(E). FP displacement of FITC-Tn7 peptide from fibrin DD(E); 0% = median of compound wells per plate. inhibition, % at 8.3 µM. 370,000 tested, 0.13% active. AID 720508;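 active means inhibition above the mean of compounds falling within the control limits plus 3 SD of them, cut at about 14% in these data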;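 further: 0% = plate median of compound wells and 100% = 10 µM Aha-Tn7 peptide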
#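 Assay system: human fibrin DD(E). Input: DD(E) 2 µM final. Medium: Tris buffer with calcium and detergent, pH 7.8. Compound dosing: single point at 8.3 µM. Timing: 10 min plus 3 h, room temperature. Technique: fluorescence polarization of the labelled Tn7 tracer. Read-out: percent inhibition. Replicates: singlicate testing.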
# ADAM10 inh: inhibitors of human ADAM10 | AID 720582 | O14672 | 370,000 tested, 0.62% active | recombinant ADAM10, EDANS/DABCYL FRET peptide cleavage, 3 h | inhibition, % at 7 µM;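 active means inhibition above a per-campaign cutoff equal to the mean of compounds falling between control-based bounds plus 3 SD, cut at about 20% in these data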;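 further: 0% = DMSO wells while the 100% control is not disclosed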
# ASAP1 GAP inh: ASAP1 ArfGAP inhibition. Q9ULH1. ASAP1-stimulated ARF1 GTP hydrolysis, GDP FP detection. inhibition, % at 16.5 µM. 360,000 tested, 0.19% active; in the data active means inhibition above about 25%;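 further: 0% = vehicle with enzyme and substrate and 100% = no enzyme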
# PLCg1 inh: PLC-gamma1 (human) inhibition, primary screen; P19174; purified PLC-gamma1, fluorogenic substrate, fluorescence; inhibition, % at 12.2 µM; 370,000 tested, 0.84% active; AID 720700; in the data active means inhibition above about 9.5%
# ADAM17 inh: inhibitors of human ADAM17 | recombinant ADAM17, EDANS/DABCYL FRET peptide cleavage | inhibition, % at 6.95 µM | 370,000 tested, 0.83% active;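 active means inhibition above the mean of compounds lying between control limits plus 3 SD, set per campaign, cut at about 8.5% in these data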;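 further: 0% = DMSO-only wells as the low control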
# Target sequence (P78536 215-824 limits assumed): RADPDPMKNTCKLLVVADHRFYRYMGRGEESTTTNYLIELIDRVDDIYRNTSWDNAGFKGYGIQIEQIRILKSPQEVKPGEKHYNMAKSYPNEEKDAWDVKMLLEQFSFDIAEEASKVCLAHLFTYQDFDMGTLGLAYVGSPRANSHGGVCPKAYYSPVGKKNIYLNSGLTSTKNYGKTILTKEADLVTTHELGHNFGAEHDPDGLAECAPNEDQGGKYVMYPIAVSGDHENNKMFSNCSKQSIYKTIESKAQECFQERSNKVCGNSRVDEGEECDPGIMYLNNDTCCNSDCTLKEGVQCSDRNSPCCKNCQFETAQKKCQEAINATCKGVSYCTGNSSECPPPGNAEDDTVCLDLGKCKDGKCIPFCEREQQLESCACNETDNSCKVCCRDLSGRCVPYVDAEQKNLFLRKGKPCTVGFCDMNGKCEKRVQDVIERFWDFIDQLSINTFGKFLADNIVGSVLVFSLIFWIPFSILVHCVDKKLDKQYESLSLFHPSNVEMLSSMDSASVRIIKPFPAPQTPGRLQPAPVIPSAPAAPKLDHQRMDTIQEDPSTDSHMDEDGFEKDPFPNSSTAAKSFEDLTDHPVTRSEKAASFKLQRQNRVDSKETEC
# SIAE inh: blocks human sialic acid acetylesterase; AID 1053197; inhibition, % at 9.66 µM; SIAE FP-Rh probe binding, fluorescence polarization; Q9HAT2; 370,000 tested, 0.69% active;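 active means inhibition above a cutoff: mean of compounds within the control limits plus 3 SD of those, cut at about 17% in these data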;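 further: 0% = plate median of compound wells and 100% = probe without SIAE protein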
# Tn6 DDE FP: disrupts Tn6 cyclic peptide binding to fibrin D-Dimer-E complex; Fibrin DD(E) TRITC-Tn6 fluorescence polarization displacement; inhibition, % at 8.3 µM; 370,000 tested, 0.21% active; AID 720509;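 active means inhibition above a per-campaign cutoff: mean of compounds within control limits plus 3 SD, cut at about 15% in these data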;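 further: 0% = median of all compound wells on the plate and 100% = blocking peptide control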
# PLC-beta3 inh: PLC-beta3 (human) inhibition, primary screen | inhibition, % at 12.2 µM | 370,000 tested, 0.18% active | AID 720704 | Purified PLC-beta3, fluorogenic substrate, fluorescence; in the data active means inhibition above about 11%;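 further: 0% = median of compound wells on plate and 100% = full blocker control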
# Starred values were filed as active, the others as inactive; i = inactive. Compounds as they come. Share with any hit: about 3.6%.
SMILES,ARFGAP1 inh,TDP2 absorb,Tn7 DDE FP,ADAM10 inh,ASAP1 GAP inh,PLCg1 inh,ADAM17 inh,SIAE inh,Tn6 DDE FP,PLC-beta3 inh
COC(C/C=C\[C@H](O)[C@@H](C)OCc1ccccc1)OC,2.6,-22.6,0.3,4.1,14.6,3.1,6.5,-0.5,-2.3,12.1*
COc1cc(/C=C2\C(=N)N3N=CSC3=NC2=O)cc(Br)c1OC(=O)c1ccco1,0.6,8.2,-2.2,-73.9,7.9,-17.1,-23.2,-6.6,-2.0,-22.4
COc1ccccc1NS(=O)(=O)c1cc(NC(=O)c2cccs2)ccc1N1CCOCC1,-6.0,3.9,2.4,1.9,-5.2,1.4,-3.9,-33.2,-5.3,-3.1
CCCN(C(=O)CSc1cc(-c2ccccc2)c2ccc(OC)cc2n1)C1CCS(=O)(=O)C1 (stereo not drawn),-0.9,-20.7,-1.3,-35.9,3.9,4.2,-14.0,-4.1,-2.3,-1.1
COc1cc(CCC(=O)Nc2nnc(C)s2)cc(OC)c1OC,-4.2,1.0,0.8,1.7,-0.3,-2.6,-0.9,6.4,4.3,-1.4
Cc1cc(/C=C2/NC(=O)NC2=O)c(C)n1-c1ccc(C#N)cc1,17.7,3.1,1.8,-10.5,-0.4,-13.1,-6.9,-3.1,-2.2,-12.8
CCN1C(=S)N[C@@H](CCc2ccccc2)C(C(=O)OC)=C1C,-9.7,-5.0,7.3,7.9,-1.4,0.0,-0.7,0.8,7.3,0.0
Cc1c(C(=O)N(C)CCC#N)oc2ccc(S(=O)(=O)N3CCOCC3)cc12,-6.0,-13.0,-1.2,-5.9,-5.9,-1.4,-0.4,-3.0,-1.2,-3.9
O=C(CN1CCCCC1)Nc1ccccc1-c1ccccc1,0.4,6.4,10.9,-6.6,-11.1,-1.3,-5.2,-6.8,-6.7,-1.9
COc1ccc(CONc2ncnc3nonc23)cc1[N+](=O)[O-],4.5,2.3,-1.0,2.5,-3.7,-0.6,0.7,-0.4,4.9,0.1
Cc1ccc(S(=O)Cc2ccc(C(=O)N3CCN(C(=O)c4ccco4)CC3)o2)cc1 (stereo not drawn),2.9,-3.0,-3.0,-9.1,-3.9,-1.6,-1.3,-4.0,4.9,-9.9
CCN1C(=O)[C@H]2[C@@H](c3ccc(Cl)cc3)N3C(=O)CN(CC4CC4)C(=O)[C@@]3(Cc3ccccc3)[C@H]2C1=O,-4.4,7.8,1.5,8.1,-9.1,0.5,-3.5,-2.4,-0.9,-0.3
Cc1cccc(N2CCN(C(=O)c3ccc4ccccc4c3)CC2C)c1 (stereo not drawn),4.8,-7.5,-8.8,-0.9,15.4,-1.1,5.3,6.1,-2.0,2.0
COc1ccccc1NC(=O)COc1coc(CN2CCN(c3ccccc3)CC2)cc1=O,-5.8,-17.3,-6.7,-0.5,-1.8,3.7,3.5,1.6,1.7,2.8
CCCCOc1ccc(N(CC(=O)NC2CCCCC2)C(=O)CCC(=O)Nc2ccccn2)cc1,2.2,11.4,2.3,-0.9,1.7,0.5,-5.1,1.3,1.4,-7.3
Cc1cc(SCC(=O)NCCC2=CCCCC2)nc2ccccc12,-16.3,-11.2,2.1,-0.9,3.1,-0.4,2.3,0.4,-2.3,-2.3
Cc1cc(C)cc(N(CCC#N)C(=O)CSC2=Nc3ccccc3C3CC=NN23)c1 (stereo not drawn),-10.3,4.5,6.5,11.3,0.2,0.2,0.7,1.3,-1.1,-10.5
O=C(Cn1nnc2ccccc2c1=O)Nc1ccc2c(c1)CCC2,2.7,4.7,-3.6,-2.4,2.8,-1.4,-1.5,-7.7,10.9,0.3
COc1ccc(C/C(N)=N/OC(C)=O)cc1OC,-0.9,11.7,6.0,0.2,-1.7,0.7,-1.5,4.1,3.1,0.9
CCOC(=O)c1c(N)n[nH]c1-c1ccccc1,-8.5,-13.4,-0.7,4.2,-0.7,-6.3,-2.8,-0.5,-0.2,-1.8
O=c1oc(-c2ccccc2)nc2ccsc12,4.1,-6.9,0.8,-3.5,13.7,-2.5,-1.6,9.6,-0.2,-0.2
CCOc1ccc(C(=O)NC(=S)NCc2cccnc2)cc1,4.7,2.1,2.2,-3.2,-10.0,-3.6,1.7,-3.2,11.3,0.1
C=CCNC(=S)N/N=C(\C)c1ccc(OC)cc1,4.5,-2.5,-2.0,1.7,6.3,3.0,0.6,4.7,1.5,3.0
O=c1ccc(-c2ccccc2)nn1Cc1ccc(F)cc1Cl,-8.1,-8.5,3.8,10.1,12.1,4.7,-2.0,-3.0,2.6,-11.1
COC(=O)c1ccc(C2c3c(oc4ccccc4c3=O)C(=O)N2CCCN2CCOCC2)cc1 (stereo not drawn),9.8,3.5,1.3,-25.4,4.4,-55.1,-7.9,6.4,-12.3,-71.3
# New compounds follow
SMILES,ARFGAP1 inh,TDP2 absorb,Tn7 DDE FP,ADAM10 inh,ASAP1 GAP inh,PLCg1 inh,ADAM17 inh,SIAE inh,Tn6 DDE FP,PLC-beta3 inh
COc1ccc(N2CCN(CC(=O)Nc3nc(C)cs3)CC2)cc1,11.8,4.7,-3.3,2.1,-4.8,2.6,-0.2,-0.7,2.4,0.2
COC(=O)C1=C(C)N(Cc2ccccc2)C(=NCCCCO)N[C@H]1CCc1ccccc1,16.1,-3.0,3.3,-33.3,-11.6,-12.7,-11.5,6.7,0.3,-18.5
CCOc1cc(CNCCc2c[nH]c3ccccc23)cc(Cl)c1OCC(N)=O,2.9,-6.9,-4.7,-1.7,-4.1,1.2,-1.3,8.2,-3.1,-0.9
O=C(NN=Cc1ccccc1OC(F)F)c1ccc(NS(=O)(=O)c2cccs2)cc1,-12.9,-2.9,5.8,-3.5,-1.5,-15.4,-1.0,-0.4,-5.2,-22.9
COCCNC(=O)C(=O)NCC(c1ccc2c(c1)OCO2)N1CCN(c2ccc(F)cc2)CC1 (stereo not drawn),7.1,6.0,-8.6,-0.3,3.7,4.2,-2.7,-5.0,-5.5,-4.2
CCCCN(C)C(=O)c1ccc(Nc2nc(C(N)Cc3ccc(C(F)(F)F)cc3)cs2)nc1 (stereo not drawn),8.0,-6.5,-3.8,-10.2,21.4,-14.8,-3.3,-6.2,1.5,-25.1
CC1(c2ccccc2)NC(=O)N(CC(=O)Nc2ccc(N3CCOCC3)cc2)C1=O (stereo not drawn),6.0,-0.6,-4.3,9.3,0.8,6.8,-7.1,19.1*,5.5,-3.3
CCC(=O)c1ccc(N2CCCCC2)c(F)c1,0.4,-8.8,-5.4,2.3,13.4,5.7,4.0,2.5,10.9,3.7
O=C(NCC(O)CO)c1ccc2[nH]c3ccccc3c2c1 (stereo not drawn),-0.2,-1.4,-0.1,-232.1,2.3,-56.4,-61.2,-1.2,0.4,-75.0
COc1ccccc1/C=C/C(=O)NNC(=O)c1cc(C)oc1C,2.9,2.7,6.6,-75.6,-10.3,-20.0,-22.6,-18.4,-1.0,-28.1
CCN(CC(=O)NCc1ccc(F)cc1)C(=O)c1cccc(S(=O)(=O)N(C)c2ccc(OC)cc2)c1,2.1,-11.6,-6.1,-1.1,-3.7,3.3,3.5,3.0,-0.8,-1.3
CCOc1ccc(Cl)cc1S(=O)(=O)NC1CCCC1,14.1,3.0,-0.7,-2.0,0.8,3.2,-1.9,-3.4,-4.0,-0.9
CCC1CN(C(=O)N2CCC(C(=O)NCc3cccc(OC)c3OC)CC2)c2cc(C)ccc2O1 (stereo not drawn),6.3,-14.5,-3.8,-1.0,0.4,1.1,-3.2,-4.9,4.2,-9.2
O=S(=O)(c1ccccc1)c1ccc(N2CCCCCC2)cc1,-16.2,-5.6,1.6,-13.7,2.2,-78.5,-9.4,14.2,8.6,-109.2
CC(=O)c1ccc(CCCCCCCCCC(=O)O)s1,11.4,-0.2,-9.4,-13.7,-1.2,-1.5,0.2,6.6,-1.7,-6.2
Cc1ccc(/C=N/N2CCN(c3ccncc3S(=O)(=O)N3CCCCC3)CC2)cc1,-5.7,-4.2,1.0,-6.8,1.2,0.2,-6.2,5.6,-1.7,1.3
CCN(CC(=O)Nc1ccccc1C(F)(F)F)C(=O)CN1C(=O)NC(C)(c2ccc3ccccc3c2)C1=O (stereo not drawn),0.5,-5.9,-1.4,-2.4,11.5,-1.7,2.7,-1.0,1.4,-9.7
CN(C)C(=O)COC(=O)c1cc(Cl)cc(Cl)c1N,-1.6,-5.6,-0.7,i,-3.0,i,i,-1.0,5.0,i
CCC1CCCCN1C(=O)NC(=O)c1ccccc1 (stereo not drawn),1.9,10.4,-1.6,6.5,-5.8,3.8,-2.7,-3.5,0.8,-5.7
COc1ccccc1N1CCN(C(=O)C(OC(C)=O)c2ccccc2)CC1 (stereo not drawn),-6.3,-1.9,2.2,-5.1,-7.3,-1.1,-4.1,1.1,-0.9,-2.7
CCOC(=O)Cn1ccc(NC(=O)c2ccc3c(c2)OCO3)n1,-11.4,17.1,0.3,-6.0,-6.7,1.2,-0.1,6.7,8.6,0.6
O=C(Nc1ccc(N2CCCC2)c(Cl)c1)c1ccccc1[N+](=O)[O-],-0.6,2.2,-2.9,-0.5,1.7,3.3,0.1,0.0,-0.8,-0.8
Cc1ccc(/C=N/N2CCN(Cc3ccccc3)CC2)cc1,-4.2,-2.6,1.1,3.7,3.6,0.7,-5.5,-1.3,3.9,-5.4
COc1cccc(Oc2cncnc2-c2ccc(OC)cc2O)c1,-2.4,-11.1,3.0,11.1,11.5,3.5,7.8,-4.3,-4.0,0.7
COc1cc(OC)c(N(C)S(=O)(=O)c2cccc(C(=O)OCC(=O)N3CCOCC3)c2)cc1Cl,6.7,2.6,5.0,-3.0,-8.7,-0.8,-1.0,6.9,-3.1,-6.1
Cc1ccc2[nH]c(=O)c(CC=C(Cl)Cl)c(C)c2c1,-3.3,2.9,-5.9,-2.5,-6.9,1.3,-0.2,5.3,-3.9,0.9
Cn1nc([N+](=O)[O-])c(C(C#N)c2nc3ccccc3n2C)c(Cl)c1=O (stereo not drawn),-4.2,-3.5,1.4,-11.9,-10.5,-41.7,-3.6,27.3*,5.5,-49.8
COc1ccc(C(=O)NCc2cccs2)cc1S(=O)(=O)N1CCOCC1,-2.2,9.9,-0.9,4.2,10.5,0.4,-3.6,-2.2,1.7,-4.0

# Part of the list above, reduced to ADAM17 inh, Tn7 DDE FP and ADAM10 inh.
compound | ADAM17 inh | Tn7 DDE FP | ADAM10 inh
CCOc1ccc(Cl)cc1S(=O)(=O)NC1CCCC1 | -1.9 | -0.7 | -2.0
CCC1CN(C(=O)N2CCC(C(=O)NCc3cccc(OC)c3OC)CC2)c2cc(C)ccc2O1 (stereo not drawn) | -3.2 | -3.8 | -1.0
